Assay outcomes: PubChem, Johns Hopkins Ion Channel Center
KCNQ2 inh: KCNQ2 potassium channel inhibitors, primary screen, cell-based, CHO-K1, FluxOR thallium flux, B-score (AID 2156) | Potassium voltage-gated channel subfamily KQT member 2 (Rattus norvegicus), O88943 | 20 min; stronger effect = lower value | B-score at 10 µM | 310,000 tested, 1.1% active;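 active = fluorescence ratio B-score at most minus 3 library SDs, with starting brightness B-score within 2 library SDs, cut at about -5.5 in these data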
Target sequence (O88943 whole entry, looked up): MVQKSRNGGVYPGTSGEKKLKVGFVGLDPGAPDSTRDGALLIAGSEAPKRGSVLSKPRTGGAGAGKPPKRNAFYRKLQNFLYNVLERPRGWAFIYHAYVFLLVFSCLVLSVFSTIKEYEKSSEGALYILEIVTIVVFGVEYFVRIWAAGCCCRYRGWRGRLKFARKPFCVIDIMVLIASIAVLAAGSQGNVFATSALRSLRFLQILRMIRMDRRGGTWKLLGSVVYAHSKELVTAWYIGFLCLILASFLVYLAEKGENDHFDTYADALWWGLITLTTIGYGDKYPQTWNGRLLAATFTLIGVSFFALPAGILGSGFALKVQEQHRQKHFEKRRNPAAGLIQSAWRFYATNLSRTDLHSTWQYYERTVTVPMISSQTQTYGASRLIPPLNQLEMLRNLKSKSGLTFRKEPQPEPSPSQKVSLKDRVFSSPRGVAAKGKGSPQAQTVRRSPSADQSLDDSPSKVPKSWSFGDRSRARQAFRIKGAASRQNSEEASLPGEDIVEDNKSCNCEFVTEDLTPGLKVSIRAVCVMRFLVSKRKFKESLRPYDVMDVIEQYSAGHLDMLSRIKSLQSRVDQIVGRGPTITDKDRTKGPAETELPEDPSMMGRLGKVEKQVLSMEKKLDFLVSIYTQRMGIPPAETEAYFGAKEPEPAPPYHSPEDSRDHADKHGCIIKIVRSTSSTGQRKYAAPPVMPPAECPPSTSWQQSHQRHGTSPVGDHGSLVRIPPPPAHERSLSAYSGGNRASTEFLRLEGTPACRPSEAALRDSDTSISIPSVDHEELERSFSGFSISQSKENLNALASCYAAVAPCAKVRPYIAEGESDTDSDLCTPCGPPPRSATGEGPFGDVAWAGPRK
Kir21 inh: inhibitors of mouse Kir2.1 inward-rectifier potassium channel | AID 1672, 2009 | 310,000 tested, 0.85% active | B-score at 10 µM | HEK293-Kir2.1, FluxOR thallium flux fluorescence; stronger effect = lower value | Inward rectifier potassium channel 2 (Mus musculus), P35561;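 active = fluorescence ratio B-score at or below minus 3 SD of library scores, with starting-brightness B-score within 2 SD, cut at about -4.2 in these data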;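 note: channel flux triggered by added potassium and thallium sulfate stimulus; B-score of peak minus minimum fluorescence over baseline after thallium stimulus; more negative B-score means stronger Kir2.1 block with less thallium influx; some compounds called inactive have numbers as strong as hits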
The depositor's hits bear a star; i = inactive.

SMILES	KCNQ2 inh	Kir21 inh
CC(=O)C[C@H]1c2ccccc2S(=O)(=O)N1c1ccccc1	i	-2.4
COc1ccc(CN2CCOCCOCCOCCOCC2)cc1	i	0.58
O=c1c(-c2cccc(Cl)c2)c[nH]n1-c1ccccc1	i	-0.09
Cc1ccccc1N(C(=O)c1ccco1)C(C(=O)NC1CCCC1)c1cccnc1 (stereo not drawn)	i	-0.31
COc1ccc(NC(=S)N2CCN(C(c3ccccc3)c3ccccc3)CC2)cc1OC	i	1.6
OCCC1CN(Cc2ccccc2-c2ccco2)CCN1Cc1ccccc1 (stereo not drawn)	i	-1
CCOc1ccccc1C1N(c2ccc(F)cc2)C(=O)C2CCCN21 (stereo not drawn)	i	0.83
CC(=O)Nc1nnc(SCC(=O)N2CCCc3ccccc32)s1	i	0.06
COC(=O)C1=C(C(=O)OC)[C@@H]2N(C)c3ccc(OC)cc3[C@@]23C[C@@H](C(=O)OC)N(C(=O)NC2CCCCC2)C3=N1	i	1.2
Cn1nccc1NS(=O)(=O)c1ccc(C(C)(C)C)cc1	i	1.7
Cc1cc(OC(=O)Cc2cccc3ccccc23)c([N+](=O)[O-])c(=O)[nH]1	i	2.4
O=C(O)CCN=Cc1c(O)c2ccccc2oc1=O	i	-0.14
Cc1ccc(S(=O)(=O)N/N=C\c2cc3c(cc2[N+](=O)[O-])OCO3)cc1	i	1.5
COc1ccc(OC)c(Nc2cc(C)nc3nc(C)nn23)c1	i	-0.66
O=C(NC1CCCCCC1)C1Cc2ccccc2CN1C(=O)c1ccco1 (stereo not drawn)	i	1.1
Cc1cc(NC(=O)C(Cl)c2ccccc2)no1 (stereo not drawn)	i	1.5
Cc1c(NC(=O)c2cccnc2C(=O)O)cccc1C(=O)O	i	-0.62
CCOc1ccc(CSC2=NCCN2)cc1Cl	i	1
CCNC(=O)C(C)Oc1ccc(Cl)cc1Cl (stereo not drawn)	i	-0.32
O=C(NCc1cccc(Cl)c1)C1CCCN(c2ncnc3c2nc2n3CCCCC2)C1 (stereo not drawn)	i	-1.2

Of the compounds above, 4 contain four or more nitrogen atoms.
SMILES	KCNQ2 inh	Kir21 inh
CC(=O)Nc1nnc(SCC(=O)N2CCCc3ccccc32)s1	i	0.06
COC(=O)C1=C(C(=O)OC)[C@@H]2N(C)c3ccc(OC)cc3[C@@]23C[C@@H](C(=O)OC)N(C(=O)NC2CCCCC2)C3=N1	i	1.2
COc1ccc(OC)c(Nc2cc(C)nc3nc(C)nn23)c1	i	-0.66
O=C(NCc1cccc(Cl)c1)C1CCCN(c2ncnc3c2nc2n3CCCCC2)C1 (stereo not drawn)	i	-1.2

Later entries.
SMILES	KCNQ2 inh	Kir21 inh
COc1ccc(S(=O)(=O)N2CCOC2CNC(=O)C(=O)NCc2ccco2)cc1 (stereo not drawn)	i	-0.64
COc1ccc(CN2C(=O)c3cccnc3C2=O)cc1S(=O)(=O)N1CCOc2ccc(Cl)cc21	i	1.1
Cc1cc(C)cc(NC(=O)CSCc2cc(=O)n3ccsc3n2)c1	i	-1.7
CCCCCCCn1c2c(c(=N)c3ccccc31)CCC2	i	-6.7*
Cc1ccc(Nc2[nH]c(=O)c3ccccc3c2C(=O)c2ccccc2)cc1	i	0.17
CCCCN(C1CCS(=O)(=O)C1)S(=O)(=O)c1ccc(OC)cc1 (stereo not drawn)	i	-0.49
CCCNc1nc(=S)n(-c2ccccc2)c(C)c1C(C)=O	i	0.77
CC(Sc1nc(NCc2ccccc2)nc(N(C)C)n1)C(=O)Nc1ccccc1 (stereo not drawn)	i	-0.09
C=CCSc1nc(C)c(CCCC)c(=O)[nH]1	i	-1.9
COc1ccc(S(=O)(=O)N2CCCC2CNC(=O)C(=O)NCc2ccccc2Cl)cc1 (stereo not drawn)	i	-0.03
CCCCP(=O)(CCCC)Cc1ccccc1	i	0.04
COc1ccccc1C(=O)COC(=O)C(CCSC)NC(=O)COc1ccccc1 (stereo not drawn)	i	0
Cc1nn(Cc2ccc(Cl)cc2)c(C)c1NC(=O)CSc1nc2c(c(C(F)(F)F)n1)CCc1ccccc1-2	i	-2
Cc1nc(COC(=O)c2ccc(CO)cc2)cs1	i	0.27
COc1cc(OC)cc(C(=O)N2CCN(S(C)(=O)=O)CC2)c1	i	0.01
O=C(CCCCCNC(=O)N1CCn2c1nc1ccccc12)NCc1ccc(F)cc1	i	0.18
CC(/C=C/c1ccc2c(c1)OCO2)=N/NC(=O)c1ccncc1	i	-0.37
CCOc1ccccc1CN1CCN(Cc2[nH]c3ccccc3c2C)CC1CCO (stereo not drawn)	i	-0.02
c1ccc(-n2nnc3ccccc32)cc1	i	0.52
NS(=O)(=O)c1ccc(O)c(NC(=O)c2ccc([N+](=O)[O-])o2)c1	i	-1.1
COc1ccc(OC)c(NS(=O)(=O)c2ccc(-c3coc(C)n3)cc2)c1	i	-2.7
O=C(Cc1cccc2ccccc12)Nc1nc(-c2cccc([N+](=O)[O-])c2)cs1	i	-0.86
CCn1cc(C(=O)O)c(=O)c2cc(F)c(N3CCN(S(=O)(=O)c4ccc(NC(=O)OC)cc4)CC3)cc21	i	0
CN(C)S(=O)(=O)Nc1cc(F)cc(F)c1	i	-0.63
Cc1cc(C)n(CCC(=O)N2CCN(S(=O)(=O)c3ccccc3)CC2)n1	i	2.1
CCn1c(=O)c2sccc2n(CC(=O)NCCC2=CCCCC2)c1=O	i	0.84
CCOc1ccc(NC(=O)CSc2nc3ccccc3c(=O)n2CCCC(=O)NCCCN2CCCC2=O)cc1	i	-1.1
CCC(C)(C)NC(=O)CN(Cc1cccs1)C(=O)CNS(=O)(=O)c1ccc(C)cc1	i	1.6
COc1ccc(/C(O)=C2\C(=O)C(=O)N(CCN(C)C)C2c2cccc(OC)c2OC)cc1 (stereo not drawn)	i	-0.77
Cn1c(=O)cc(SCC(=O)N2CCN(Cc3ccc4c(c3)OCO4)CC2)c2ccccc21	i	-0.62
O=C(N/N=C/c1cc2ccccc2[nH]1)c1ccccc1Cl	i	0.54
O=C(O)c1ccc(F)c(S(=O)(=O)Nc2ccccc2Cl)c1	i	0.02
Cc1ccc(N(C(C)C(=O)Nc2cc(Cl)ccc2Oc2ccccc2)S(C)(=O)=O)cc1 (stereo not drawn)	i	-0.14
CC(C)C(=O)Nc1cccc(C(=O)NCCc2ccc(S(N)(=O)=O)cc2)c1	i	-0.28
CCC1=NC(c2ccccc2Cl)N(O)C1(C)C (stereo not drawn)	i	0.03
CN(C)c1nc2c(c(=O)[nH]c(=O)n2C)n1CCCc1ccccc1	i	0.17
O=C(NC1CCCC1)C(c1ccc(F)cc1)N(Cc1ccc(F)cc1)C(=O)c1ccn[nH]1 (stereo not drawn)	i	-0.26
O=C1CC(/C=C/c2ccc(Cl)cc2)=Nc2ccccc2N1	i	0.54
O=C(N/N=C1\C2CN3CCN(C2)CC1(c1ccccc1)C3)Nc1ccccc1	i	-0.87
O=C(CN1CCN(C(=O)c2ccco2)CC1)Nc1ccc(Br)cc1	i	-0.27
CC(C)(C)OC(=O)CNC(=O)c1nc[nH]c1C(=O)N1CCNCC1	i	0.59
O=C(NCCCN1CCOCC1)c1ccc(S(=O)(=O)N2CCOCC2)cc1	i	0.39
COc1ccc(/C=C(/NC(=O)c2cccs2)C(=O)NC(C)(C)C)cc1OC	i	0.06
O=C(NNC(=O)C1CCN(S(=O)(=O)c2ccccc2C(F)(F)F)CC1)c1ccccc1O	i	-0.2
O=C1/C(=C\c2cccc(O)c2)SC(=S)N1Cc1ccccc1	i	0.91
OC(CNc1ncnc2sccc12)c1ccccc1 (stereo not drawn)	i	1.9
Cc1ccc(-c2nnc(-c3ccc(Br)cc3)o2)o1	i	-0.1
COc1ccc(-c2ccc(SCC(=O)NC3CCCC3)nn2)cc1OC	i	0.91
C/C(O)=C/c1nc2ccccc2[nH]c1=O	i	1.6
CC(=O)Nc1cc(NC(C)=O)cc(-c2nc3ccccc3[nH]2)c1	i	0.37
CCOC(=O)CC1ON(C)C(=O)N1c1ccc(Cl)cc1Cl (stereo not drawn)	i	-0.82
COCCn1c(SCC#N)nnc1-c1ccc([N+](=O)[O-])cc1	i	1.8
CCCCOn1c(C)c(C(C)=O)c2c3no[n+]([O-])c3ccc21	i	1.8
CC(=O)Nc1cc(S(=O)(=O)Nc2ccccc2)c(C)cc1C	i	0.12
O=C(NCCCN1CCOCC1)c1cc(-c2ccc(Cl)cc2)on1	i	-0.2
Cc1cccc(C)c1OCc1cc(C(=O)NCc2cn(C)nc2C)no1	i	-1.2
O=C(Cn1cc(C(=O)c2ccco2)c2ccccc21)NCc1ccco1	i	1.8
Cc1csc2nc(CNC(=O)c3cccc(C(F)(F)F)c3)cn12	-6.2*	0.68
CCCCOC(=O)C1=C(C)NC(=O)NC1c1ccc([N+](=O)[O-])s1 (stereo not drawn)	i	-0.55
O=C(CCC(=O)Nc1cccc(C(F)(F)F)c1)NCC1CCCO1 (stereo not drawn)	i	2.6
Further compounds follow:
SMILES	KCNQ2 inh	Kir21 inh
CC(C)CNC(=O)CSc1nnc(-c2ccccn2)n1Cc1ccccc1	i	-0.44
CN(Cc1nc2ccccc2[nH]1)C(=O)C1CCC(=O)N(C2CCCC2)C1 (stereo not drawn)	i	1.8
CCCc1nc(-c2cc3cc(C)ccc3[nH]c2=O)no1	i	0.57
Cc1nc(-c2cccc(S(=O)(=O)N3CCOCC3)c2)cs1	i	0.86
O=C(NCc1ccco1)C1CCCN(c2nnc(-n3cccc3)s2)C1 (stereo not drawn)	i	-0.52
Cc1ccc(C(=O)Nc2cccc(C(=O)N3CCOCC3)c2)cc1	i	-1.6
COc1ccccc1OCCCCNC(C)(C)C	i	-0.07
Cc1ccc(/C=C2/C(=O)ON=C2c2ccccc2)o1	-9*	-5.9*
CC1CCN(CCc2nc3cc(NC(=O)Nc4ccccc4)ccc3n2C)CC1	i	2.1
CCOc1ccc(OCCOCCn2ccnc2)cc1	i	0.03
CCCCC(=O)NC(=S)Nc1cccc(NC(=O)CC)c1	i	-0.61
CN1C2CCC1CC(NS(=O)(=O)c1cc(Cl)c(Cl)cc1Cl)C2 (stereo not drawn)	i	0.05
O=C(CC1SC(N2CCOCC2)=NC1=O)Nc1cc([N+](=O)[O-])ccc1Cl (stereo not drawn)	i	-1.4
CCOc1ccc(Oc2c(/C=N/NC(=O)COc3ccccc3OC)c(C)nn2-c2ccccc2)cc1	i	-0.25
CCC1(CC)NC(=O)N(CC(=O)OCn2nnc3ccccc3c2=O)C1=O	i	-0.47
CCc1ccc(Nc2cc(=O)n(C3CCCCC3)c(=O)[nH]2)cc1	i	0.51
CCc1nnc(NC(=O)c2ccc(S(=O)(=O)N(CC)Cc3ccccc3)cc2)o1	i	0.04
C=CCSc1nnc(-c2ccccc2N=Cc2c(C)[nH]n(-c3ccccc3)c2=O)c(=O)[nH]1	i	1.4
CC1=CSC2=NC(=O)/C(=C\c3cccn3-c3ccc([N+](=O)[O-])cc3)C(=N)N12	i	2.3
CCCCOc1ccc(C(=O)NCC(=O)NCc2ccccn2)cc1	i	0.3

A different layout for part of the listing above:
Structure | KCNQ2 inh | Kir21 inh
CN(Cc1nc2ccccc2[nH]1)C(=O)C1CCC(=O)N(C2CCCC2)C1 (stereo not drawn) | i | 1.8
CCCCOc1ccc(C(=O)NCC(=O)NCc2ccccn2)cc1 | i | 0.3
Cc1ccc(C(=O)Nc2cccc(C(=O)N3CCOCC3)c2)cc1 | i | -1.6
COc1ccccc1OCCCCNC(C)(C)C | i | -0.07
CC1CCN(CCc2nc3cc(NC(=O)Nc4ccccc4)ccc3n2C)CC1 | i | 2.1

Entries above shown as hits in Kir21 inh:
SMILES	KCNQ2 inh	Kir21 inh
CCCCCCCn1c2c(c(=N)c3ccccc31)CCC2	i	-6.7*
Cc1ccc(/C=C2/C(=O)ON=C2c2ccccc2)o1	-9*	-5.9*

Next entries follow.
SMILES	KCNQ2 inh	Kir21 inh
Oc1ccc(O)c(Cc2nc3ccccc3s2)c1	-5.6*	1.2
COc1ccc(CCNC(=S)Nc2ccccc2)cc1	i	-0.04
O=C(Nc1cc2c(oc1=O)CCCC2=O)c1ccc(Cl)cc1	i	0.64
CC(=O)Nc1cccc(-c2nc3ccc(NC(C)=O)cc3s2)c1	i	2
CCOc1ccccc1Nc1nc2ccccc2n2cnnc12	i	0.78
CCCN(CCC)S(=O)(=O)c1ccc(Cl)c(OC)c1	i	-6.2*
COc1ccccc1-c1ccc(SCC(=O)NC2CCCC2)nn1	i	-0.55
CN(C)CCN(C(=O)C1=COCCO1)c1nc2ccc(Cl)cc2s1	i	-2.4
CCOCCCNC(=O)CN1C(=O)c2ccccc2Sc2ncccc21	i	-0.1
Cc1cccc(S(=O)(=O)c2c(C)cc(C)[nH]c2=O)c1	i	0.64
O=C(c1ccco1)N1CCN(S(=O)(=O)c2ccccc2)CC1	i	0.33
O=S(=O)(NCCN1CCOCC1)c1ccc(Oc2ccccc2Cl)cc1	i	-0.52
COc1ccc(S(=O)(=O)N2CCOC2CNC(=O)C(=O)NCc2ccncc2)cc1 (stereo not drawn)	i	-0.98
COc1nc(Nc2cccc(C)c2)nc(N2CCCCC2)n1	i	0.34
CCCCn1c(-c2ccco2)n[nH]c1=S	i	-1
O=C(Nc1cc(Cl)ccc1O)C1CC(c2c(F)cccc2Cl)=NO1 (stereo not drawn)	i	0.07
COc1ccc(-c2cc(C(=O)c3c(N)n(C)c(=O)n(C)c3=O)c3ccccc3n2)cc1OC	i	-0.47
CCN1CCN(Cc2ccc(NC(=O)c3ccc(C)c(NC(=O)c4ccno4)c3)cc2C(F)(F)F)CC1	i	1.2
CCn1c(SCC(=O)N/N=C/C=C/c2ccco2)nnc1-c1ccc(OC)cc1	i	-1.1
O=C(CCc1ccccc1)NCc1ccccc1	i	-0.31
O=C(C1CCN(c2nc3nonc3nc2N2CCCCC2)CC1)N1CCOCC1	i	-0.48
